# MLLE-PAM2 inh = inhibitors of PABP1 MLLE–PAM2 peptide binding, primary screen, biochemical, fluorescence polarization, FITC-PAM2, GST-MLLE | AID 588489, 2011 | inhibition, % at 20 µM | Polyadenylate-binding protein 1 (Homo sapiens), P11940 | 360,000 tested, 0.36% active; in the data active = inhibition above about 35%, passing the limit was not always enough;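 note: plate controls were DMSO wells with GST-MLLE for no effect and wells lacking GST-MLLE protein for full effect; some results filed as inactive read as strong as hits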
# Rpn11 inh = Rpn11 (PSMD14) deubiquitinase inhibitors, primary screen, biochemical, fluorescence polarization, uHTS. 26S proteasome non-ATPase regulatory subunit 14 (Homo sapiens), O00487. human 26S proteasome, Ub4-pepOG fluorescence polarization; 20S core pre-blocked with epoxomicin. calls only at 20 µM. 360,000 tested, 0.59% active. AID 588493, 2011;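 active = inhibition at 20 µM, scaled to each plate's controls, above about 33%, limit read from the data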
# Scp1 inh = Scp-1 phosphatase inhibitors, primary screen, biochemical, colorimetric, uHTS | Recombinant Scp1, phosphopeptide, malachite green phosphate absorbance | 340,000 tested, 0.88% active | inhibition, % at 20 µM | Carboxy-terminal domain RNA polymerase II polypeptide A small phosphatase 1 (Homo …;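 active = inhibition above about 50% at 20 µM, limit read from the data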;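 note: plate controls were DMSO wells with enzyme for no effect and wells lacking enzyme for full effect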
# Target sequence (Q9GZU7 76-261 limits assumed): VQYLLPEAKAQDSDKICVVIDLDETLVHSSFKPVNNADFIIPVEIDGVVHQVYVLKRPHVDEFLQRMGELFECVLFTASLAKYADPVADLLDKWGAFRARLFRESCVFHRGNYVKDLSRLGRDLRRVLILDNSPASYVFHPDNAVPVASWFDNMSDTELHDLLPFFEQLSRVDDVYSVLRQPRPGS
#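 Test system: SCP-1 phosphatase catalytic domain, residues 76-261; measured by: colorimetric phosphate reagent with accelerator and stabiliser, absorbance at 630 nm; timing: enzyme reaction 45 min at room temperature, colour 5 min, stabilisation 30 min; also added: Phosphorylated 17-residue peptide substrate; compound dosing: one concentration, 20 µM, with 1.0% DMSO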
# DNMT1 block = human DNMT1 methyltransferase inhibitors, primary screen, biochemical, molecular beacon, fluorescence, HinP1I cleavage, uHTS; DNA (cytosine-5)-methyltransferase 1 (Homo sapiens), P26358; inhibition (reported as % activation of signal), % at 10 µM; 360,000 tested, 0.83% active; AID 588458, 2011; in the data active = inhibition above about 50%
# CSN inh = inhibitors of CSN-mediated cullin deneddylation, primary screen, biochemical, fluorescence polarization, uHTS; COP9 signalosome complex subunit 5 (Homo sapiens), Q92905; Purified CSN, SCF-Nedd8-OG deneddylation; inhibition, % at 12.5 µM; 360,000 tested, 0.38% active; AID 651999, 2013;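 active = pattern-corrected inhibition above about 35%, with an unprinted fluorescence ratio check between 0.5 and 1.5, limit read from the data, passing the limit was not always enough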;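 note: 0% = enzyme with substrate and 100% = substrate without enzyme; some results filed as inactive read as strong as hits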
#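 Assay system: purified human Csn5 enzyme expressed in HEK293T cells; measure: % inhibition; also added: SCFSkp2-Nedd8OG substrate at 10 nM final; technique: fluorescence polarization; times: reaction 90 min, room temperature; medium: Tris buffer pH 7.5, NaCl, DTT, Tween-20, trehalose, ovalbumin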
# TbMetRS inhib = T. brucei MetRS inhibitors, primary screen, biochemical, luminescence; inhibition, % at 11.9 µM; AID 624268, 2012; purified T. brucei MetRS, ATP depletion, Kinase-Glo luminescence; 360,000 tested, 0.4% active; methionyl-tRNA synthetase (Trypanosoma brucei brucei);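 active = inhibition above a per-plate cutoff of the control wells' mean inhibition plus 3 SD, cut at about 5.5% in these data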;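 note: 0% = DMSO wells median and 100% = median of wells with control inhibitor compound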
#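 Material: T. brucei methionyl-tRNA synthetase, purified; reagent: substrates ATP, L-methionine and bulk Escherichia coli tRNA; dosing: 11.9 µM single point; timing: 15 min plus 2 h at 25 °C; detection: luminescence of leftover ATP; evaluation: % inhibition; control set: DMSO-only wells as low control; replicates: singlicate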
# STEP block = STEP phosphatase inhibitors, primary screen, biochemical, fluorescence intensity, uHTS; Tyrosine-protein phosphatase non-receptor type 5 (Homo sapiens), P54829; recombinant STEP, OMFP fluorogenic substrate; inhibition, % at 20 µM; 360,000 tested, 0.25% active; AID 588621, 2011;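 active = inhibition at 20 µM, scaled per plate between control wells, above about 37%, limit read from the data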;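 note: 0% = DMSO with enzyme and substrate and 100% = substrate only without enzyme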
# Target sequence (P54829 whole entry, looked up): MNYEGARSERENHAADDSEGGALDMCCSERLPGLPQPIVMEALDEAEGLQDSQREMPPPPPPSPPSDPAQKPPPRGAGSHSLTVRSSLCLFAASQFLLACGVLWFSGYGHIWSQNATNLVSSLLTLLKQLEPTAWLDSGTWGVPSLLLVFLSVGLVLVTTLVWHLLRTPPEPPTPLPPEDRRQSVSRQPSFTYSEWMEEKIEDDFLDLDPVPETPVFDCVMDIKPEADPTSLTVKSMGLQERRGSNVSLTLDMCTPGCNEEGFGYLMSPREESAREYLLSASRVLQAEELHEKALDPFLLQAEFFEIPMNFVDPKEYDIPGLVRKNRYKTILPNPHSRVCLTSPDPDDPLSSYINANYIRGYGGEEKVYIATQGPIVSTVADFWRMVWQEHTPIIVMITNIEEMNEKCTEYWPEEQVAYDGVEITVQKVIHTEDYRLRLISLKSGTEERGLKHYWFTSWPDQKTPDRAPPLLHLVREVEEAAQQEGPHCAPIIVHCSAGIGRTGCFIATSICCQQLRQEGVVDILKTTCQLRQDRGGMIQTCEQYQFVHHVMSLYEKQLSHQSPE
#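 Test system: STEP tyrosine phosphatase / Reagent: OMFP at 25 µM / Doses: 20 µM, 1% DMSO / Read-out: percent inhibition scaled to no-enzyme and uninhibited-enzyme controls, plate-pattern corrected / Detection: FITC-channel fluorescence of OMFP product / Medium: Bis-Tris buffer pH 6.0, 2.5 mM DTT, 0.005% Tween 20 / Schedule: 20 min at room temperature, dark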
# SUMO1 PPI mod = modulators of SUMO1 protein-protein interactions, primary screen, biochemical, uHTS | Small ubiquitin-related modifier 1 (Homo sapiens), P63165 | SUMO1 binding to a labelled peptide, TR-FRET, 1 h | inhibition, % at 20 µM | 360,000 tested, 0.33% active | AID 602429, 2012; in the data active = inhibition above about 37%
# Target sequence (P63165 whole entry, looked up): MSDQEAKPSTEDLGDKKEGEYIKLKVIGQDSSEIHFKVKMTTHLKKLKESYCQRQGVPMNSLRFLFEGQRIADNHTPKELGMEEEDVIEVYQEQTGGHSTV
# LMPTP block = LMPTP phosphatase inhibitors, primary screen, biochemical, fluorescence intensity, uHTS | 360,000 tested, 0.22% active | recombinant LMPTP-A, OMFP fluorogenic substrate | AID 651560, 2012 | Low molecular weight phosphotyrosine protein phosphatase (Homo sapiens), P24666 | inhibition, % at 20 µM;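 active = compounds that cut the enzyme signal by at least half of the control window in the single-dose screen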;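 note: plate controls were DMSO wells with enzyme plus substrate for no effect and substrate without enzyme for full effect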
# Target sequence (P24666 whole entry, looked up): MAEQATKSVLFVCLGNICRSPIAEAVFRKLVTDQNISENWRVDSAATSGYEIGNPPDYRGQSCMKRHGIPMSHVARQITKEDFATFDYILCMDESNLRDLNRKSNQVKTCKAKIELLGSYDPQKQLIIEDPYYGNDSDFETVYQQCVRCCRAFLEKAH
#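 Buffer or medium: Bis-Tris pH 6.0, DTT, detergent; Assay system: LMPTP-A enzyme; Quantity: 0.625 nM enzyme; Detection: endpoint fluorescence intensity; Times: 50 min dark incubation at room temperature; Controls: substrate-only low control, DMSO enzyme-plus-substrate high control; Doses: single 20 µM dose; Read-out: percent inhibition versus substrate-only and uninhibited controls; Reagent: 400 µM OMFP.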
# NadD block = inhibitors of S. aureus NadD, primary screen, biochemical, colorimetric, uHTS; purified NadD enzyme, colorimetric absorbance read-out; inhibition, % at 20 µM; 360,000 tested, 0.78% active; AID 602399, 2012; in the data active = inhibition above about 26%; note: some compounds past the cut are filed as inactive
# * hit, by the source's call; i = inactive; nt = no result given. Not a hit list; any-hit rate near 3.6%.
SMILES,MLLE-PAM2 inh,Rpn11 inh,Scp1 inh,DNMT1 block,CSN inh,TbMetRS inhib,STEP block,SUMO1 PPI mod,LMPTP block,NadD block
Cc1ccc(S(=O)(=O)N[C@H](C(=O)NCC2CCC(C(=O)O)CC2)C(C)C)cc1 (stereo partly drawn),-3,i,-6,1,-1,-0.5,-3,-4,-0.2,-1
COC(=O)C[C@@H]1C=C[C@@H](NC(=O)Nc2cccc(F)c2)[C@@H](CO)O1,nt,nt,nt,nt,-5,-0.1,nt,4,-0.1,nt
CC1=C(C(=O)N2CCCC(N3CCN(c4ccccc4C)CC3)C2)OCCO1 (stereo not drawn),-5,i,-6,3,-7,0.1,-3,3,-0.5,0
CCOC(=O)c1c(C)n(C)c2ccc(OC(=O)c3ccc(N4C(=O)CCC4=O)cc3)cc12,12,i,-14,-9,-4,0.1,-1,1,2.2,-6
CCN(CC)c1ccc(N2C(=O)/C(=C/c3cccs3)SC2=S)cc1,16,i,-1,6,5,-0.5,2,3,1.4,9
CCc1ccc2c(c1)C1(C(=O)N2)N2CCCC2C(C(=O)c2ccc3ccccc3c2)C12C(=O)Nc1ccccc12 (stereo not drawn),-6,i,5,-23,-2,-0.1,-4,-6,2.4,23
C[C@@H](NC(=O)[C@@H]1Cc2ccccc2CN1)C(=O)NCC1CCCO1 (stereo partly drawn),-4,i,5,5,2,-1.7,1,4,-1.3,0
Cc1nn(C(C)C(=O)NCCCc2ccccc2)c(=O)c2cc3occc3n12 (stereo not drawn),-2,i,-15,-1,2,-0.1,-3,-4,0.3,-4
CC(C)(C)C(=O)Nc1ccccc1C(=O)OCC(=O)c1ccc2c(c1)OCCO2,16,i,-16,2,-3,-0.1,-4,-5,3.5,-9
Cc1ccccc1-c1nnn(CC(=O)Nc2cccc(S(N)(=O)=O)c2)n1,5,i,-7,0,-1,-0.7,0,1,0.1,-3
O=C(NCCS(=O)(=O)NCc1ccco1)c1ccccc1,-6,i,-6,1,-1,-0.4,2,-3,-0.4,0
CCN1C(=O)CC(c2ccccc2)CC1=O,3,i,1,5,4,-0.2,-1,1,-1.0,-1
O=C(COC(=O)c1cc([N+](=O)[O-])ccc1NCc1ccccc1)NCc1ccccc1Cl,12,i,-8,3,-8,0.1,-2,-2,1.1,-5
O=C(NC1CC1)C1=C[C@H](c2c[nH]c3ccccc23)C[C@H](OCCCCO)O1,-15,i,-2,-10,-3,-0.2,-3,-5,-1.1,-7
Cn1cccc1/C=C1\SC(=S)N(NC(=O)c2ccccc2O)C1=O,-136,nt,-15,2,55*,0.9,0,-13,4.1,1
CN(C)CCCNC(NC(=O)c1cccs1)C(Cl)(Cl)Cl (stereo not drawn),-4,i,3,5,-2,-0.7,-2,5,-9.0,-2
CC(=O)N1CCN(C(=O)c2c(-c3ccccc3)noc2C)CC1,-19,i,-10,4,-3,-0.6,-2,-2,-0.9,-4
Cc1ccc(S(=O)(=O)NN(Cc2ccccc2)Cc2ccccc2)cc1,5,i,nt,3,0,0.2,-1,2,-0.1,28
Cc1ccc(Cn2nc(C)c(NC(=O)CSc3nc4c(c(C(F)(F)F)n3)CCc3ccccc3-4)c2C)cc1,9,i,7,39,-8,0.2,1,-8,-0.3,11
O=C1c2ccccc2C(Nc2ccc(Cl)cn2)N1c1ccccn1 (stereo not drawn),10,i,4,-7,-1,-0.5,-2,-1,-1.1,-4
O=C(Cc1ccc(Cl)cc1)c1c[nH]c(C(=O)NCc2cccnc2)c1,8,i,-6,-1,-3,0.6,1,-50,0.4,3
COc1cccc(CNC(=O)c2ccncc2)c1,-3,i,-6,3,-4,-0.4,1,2,-0.6,-3
COc1ccc(N2CCN(Cc3nc4c(c(=O)n(C)c(=O)n4C)n3Cc3ccccc3C)CC2)cc1,0,i,-6,-1,-8,0.2,3,4,0.3,1
COc1cccc(C(=O)O/N=C(\N)c2ccc(C)cc2)c1,8,i,-8,0,6,-0.9,1,3,1.1,-3
COc1ccc(CN2CCCCC2C)cc1C (stereo not drawn),-8,i,-7,1,-8,0.1,-1,1,0.1,-2

# Nine entries from above, set out differently:
mol	MLLE-PAM2 inh	Rpn11 inh	Scp1 inh	DNMT1 block	CSN inh	TbMetRS inhib	STEP block	SUMO1 PPI mod	LMPTP block	NadD block
Cc1ccc(S(=O)(=O)N[C@H](C(=O)NCC2CCC(C(=O)O)CC2)C(C)C)cc1 (stereo partly drawn)	-3	i	-6	1	-1	-0.5	-3	-4	-0.2	-1
COC(=O)C[C@@H]1C=C[C@@H](NC(=O)Nc2cccc(F)c2)[C@@H](CO)O1	nt	nt	nt	nt	-5	-0.1	nt	4	-0.1	nt
CC1=C(C(=O)N2CCCC(N3CCN(c4ccccc4C)CC3)C2)OCCO1 (stereo not drawn)	-5	i	-6	3	-7	0.1	-3	3	-0.5	0
CCOC(=O)c1c(C)n(C)c2ccc(OC(=O)c3ccc(N4C(=O)CCC4=O)cc3)cc12	12	i	-14	-9	-4	0.1	-1	1	2.2	-6
CCN(CC)c1ccc(N2C(=O)/C(=C/c3cccs3)SC2=S)cc1	16	i	-1	6	5	-0.5	2	3	1.4	9
CCc1ccc2c(c1)C1(C(=O)N2)N2CCCC2C(C(=O)c2ccc3ccccc3c2)C12C(=O)Nc1ccccc12 (stereo not drawn)	-6	i	5	-23	-2	-0.1	-4	-6	2.4	23
C[C@@H](NC(=O)[C@@H]1Cc2ccccc2CN1)C(=O)NCC1CCCO1 (stereo partly drawn)	-4	i	5	5	2	-1.7	1	4	-1.3	0
Cc1nn(C(C)C(=O)NCCCc2ccccc2)c(=O)c2cc3occc3n12 (stereo not drawn)	-2	i	-15	-1	2	-0.1	-3	-4	0.3	-4
CC(C)(C)C(=O)Nc1ccccc1C(=O)OCC(=O)c1ccc2c(c1)OCCO2	16	i	-16	2	-3	-0.1	-4	-5	3.5	-9

# New compounds follow.
SMILES,MLLE-PAM2 inh,Rpn11 inh,Scp1 inh,DNMT1 block,CSN inh,TbMetRS inhib,STEP block,SUMO1 PPI mod,LMPTP block,NadD block
O=C(CSc1nc2ncc(Cl)cc2[nH]1)Nc1ccccc1-c1ccccc1,-31,i,-1,-4,-1,-0.8,-1,5,1.8,-5
COc1cccc(NC(=O)[C@H](C)NC(=O)N2CCn3c2nc2ccccc23)c1,3,i,-9,-1,2,-0.8,1,7,0.2,-3
CCc1ccc(NC(=O)C2CC(=O)N=C(N)S2)cc1 (stereo not drawn),7,i,-9,1,2,0.5,0,1,0.0,-2
CCOC(=O)c1ccc(NC(=O)NCc2ccccc2)cc1,2,i,-10,0,-2,-0.9,2,2,-0.1,-8
N#CC1=C(N)C(C#N)(C#N)[C@H](c2ccncc2)[C@H]2CC3(CC=C12)OCCO3,16,i,-6,-5,-1,-0.5,-2,-8,-24,2
Cc1[nH][nH]c(=O)c1N=Nc1ccccc1Cl,3,i,-1,-6,1,0.1,3,-25,-3.0,0
CC(=O)c1ccc(OCC(C)C)c(CC(C(N)=O)C(N)=O)c1,5,i,-4,0,7,0.1,0,0,-1.1,4
CC(C)(C)NC(=O)/C(=C/c1ccccc1F)NC(=O)c1ccc([N+](=O)[O-])cc1,1,i,-1,1,-13,-0.3,-2,-21,-0.8,-2
COc1ccc(C(=O)NC(=S)NNC(=O)c2cnccn2)cc1,14,i,-37,3,0,-0.2,-1,0,-2.3,-3
CC(=O)/C=C(\C)N=Nc1c(O)[nH]c2ccccc12,0,i,3,1,-7,-0.3,0,-24,1.8,-4
CC(Sc1nnc(-c2cccnc2)n1C)C(=O)N1CCOCC1 (stereo not drawn),-65,i,2,-2,-3,-0.4,1,-4,-1.9,3
COc1ccc(C(=O)Nc2cc(Cl)ccc2Cl)c(OC)n1,15,i,-10,-2,-4,0.2,-1,2,-3.6,14
Cc1c(CNC(=O)c2c([N+](=O)[O-])cnn2C)cnn1C,-17,i,1,-1,-1,-0.9,2,-3,-0.6,3
CC(=O)N1N=C(c2c(-c3ccccc3)c3cc(Br)ccc3[nH]c2=O)CC1c1ccco1 (stereo not drawn),0,i,-4,-5,6,0.7,1,-25,2.6,19
COc1ccc(CCNC(=O)Cc2ccc([N+](=O)[O-])cc2)cc1OC,0,i,-11,0,-2,0.6,0,-7,-0.8,-2
O=C1NCC(O)=C1C=NCCO,2,i,-4,3,-1,-0.2,0,-2,0.1,3
CN1CC[n+]2cnc3ccccc3c21,-119,i,9,3,-2,0.2,0,0,-1.9,17
Cc1sc(NC(=O)C2=COCCO2)nc1-c1ccc(Cl)cc1,-8,i,-4,-1,-5,-0.2,2,-4,1.2,-3
COc1ccc(S(=O)(=O)N2CCN(c3cc(-c4ccccc4)nc4ncnn34)CC2)cc1,-5,i,7,1,-3,-0.7,-1,2,2.9,15
COC(=O)Cn1c(CN2CCOCC2)nc2c1c(=O)[nH]c(=O)n2C,7,i,-3,0,3,-1.0,2,-1,-0.7,-2
COc1cc(NC(=O)c2ccc(C(C)(C)C)cc2)c(OC)cc1NC(=O)CN1CCCCC1,1,i,-1,-14,-3,-0.1,5,0,1.1,3
CCn1c(C)c(C)c2cc(C(=O)N3CCN(c4cccc(C)c4C)CC3)ccc21,-30,i,1,-6,0,-0.2,3,2,9.9,10
CC1CCc2c(sc3nc(CSc4ncn[nH]4)[nH]c(=O)c23)C1 (stereo not drawn),-28,i,-5,-4,-4,0.1,-1,2,-11,1

# Assay outcomes as filed in PubChem.
